Screens as filed in PubChem BioAssay.
OX1R antag-1 – antagonists of human orexin 1 receptor (OX1R); O43613; inhibition, % at 6.6 µM; hit rate 1.8% among 330,000; AID 485270; OX1R-expressing cells, FRET antagonist read-out; in the data active means inhibition mostly above about 38%, no sharp cut-off; inactive means mostly below about 40%;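 further: 0% = agonist challenge alone and 100% = reference antagonist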
Target sequence (O43613 whole entry, looked up): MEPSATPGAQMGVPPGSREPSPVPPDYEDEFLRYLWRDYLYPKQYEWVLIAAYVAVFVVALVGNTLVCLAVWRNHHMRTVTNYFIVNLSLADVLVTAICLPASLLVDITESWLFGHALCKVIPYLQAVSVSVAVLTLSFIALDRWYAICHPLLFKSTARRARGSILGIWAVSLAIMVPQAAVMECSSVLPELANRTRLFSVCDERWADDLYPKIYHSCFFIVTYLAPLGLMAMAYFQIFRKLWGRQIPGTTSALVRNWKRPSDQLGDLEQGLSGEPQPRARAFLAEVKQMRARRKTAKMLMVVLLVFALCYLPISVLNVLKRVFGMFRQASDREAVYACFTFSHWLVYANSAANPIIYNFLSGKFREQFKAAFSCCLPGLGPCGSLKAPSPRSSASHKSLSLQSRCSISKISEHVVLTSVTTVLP
OX1R antag-2 – blocks the human orexin 1 receptor | O43613 | CHO/OX1R cells, Fluo-8 calcium fluorescence, orexin A | inhibition, % at 5 µM | hit rate 0.43% among 330,000 | AID 434989;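 active means inhibition above its plate's threshold, mean inhibition of all tested compounds on the plate plus 3 SD, cut at about 37% in these data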;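 further: 0% = orexin A challenge wells and 100% = SB-334867-A antagonist wells; not every result past the cut was called active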
Starred values were filed as active, the others as inactive.

Every second line gives: OX1R antag-1, OX1R antag-2
1. CCCC1C2C(=O)N(c3ccccc3)C(=O)C2ON1c1ccccc1 (centres undefined)
    26, -23
2. Cc1ccc(CCN2CC(C(=O)NC3CCCC3)CC2=O)cc1 (centres undefined)
    20, -14
3. CS(=O)(=O)c1ccc(Cl)c(C(=O)Nc2ccc3nc(N4CCOCC4)sc3c2)c1
    8, -17
4. COc1cc(/C=C2\C(=N)N3N=C(S(C)(=O)=O)SC3=NC2=O)ccc1OC(=O)c1cccs1
    13, -4
5. Cc1ccn(C(C)CC(=O)N2CCc3ccccc32)n1 (centres undefined)
    -4, -6
6. NC(=O)CC(NC(=O)Cc1ccc(Cl)cc1)c1ccc(NC2CCN(Cc3ccccc3)CC2)c([N+](=O)[O-])c1 (centres undefined)
    20, -9
7. CC1(C)CC[C@@]23CC[C@]4(C)[C@@](OC2=O)(C3C1)[C@H]1O[C@H]1C1[C@@]2(C)CC[C@H](O)C(C)(C)C2CC[C@]14C (some centres undefined)
    5, -5
8. CC(C)CNC(=O)c1cccc(NC(=O)Cc2ccc(Br)cc2)c1
    10, -22
9. Cc1ccc(C(C)C)cc1OCC(=O)Nc1ccccc1N1CCCC1
    17, -37
10. Cc1ccc(-c2cc(=O)[nH]c3ccccc23)cc1
    8, -37
11. CCn1cc(C(=O)NCCCOC)c2cc(OC)c(OC)cc2c1=O
    12, 1
12. COc1nnc(-c2ccc(N3CCOCC3)c(NC(C)=O)c2)c2ccccc12
    13, -6
13. Cc1c(C(=O)O)c(C(=O)O)c2n1CCS2
    4, 0
14. COC(=O)C1=NNC2(C)C(=O)N(c3ccc(C)cc3)C(=O)C12 (centres undefined)
    -2, -8
15. Cc1ccc(C(=O)O/N=C/c2c(Cl)n(C)c3ccccc23)cc1
    20, -12
16. C=C(C)COc1ccc(-c2nc(N)ncc2Oc2ccc(OC)cc2)c(O)c1
    23, -14
17. c1ccc(Cc2nn3c(Cn4nnc5ccccc54)nnc3s2)cc1
    10, -3
18. CCOC(=O)c1c(C)[nH]c(C(=O)N(C)CC(=O)Nc2ccc(OC)cc2)c1C
    2, -22
19. CN(C)S(=O)(=O)c1ccc(Cl)c(NC(=O)CSc2nc3c(cc2C#N)C(=O)CCC3)c1
    24, -52
20. CCOC(=O)c1c(C)nc(C)c(C(=O)OCC)c1-c1ccc(Br)cc1
    13, -26
21. O=C(OCC(=O)N1CCN(C(=O)c2ccco2)CC1)c1cc(-c2ccccc2)nc2ccccc12
    33, -23
22. COc1ccccc1N1CCN(C(=O)c2c(C)cc(=O)oc2C)CC1
    -3, -12
23. O=S(=O)(Nc1nc2ccccc2nc1Cl)c1ccc(Br)cc1
    57, -22
24. COc1ccc(CSc2nnc(-c3ccncc3)n2C)cc1F
    -3, -22
25. CCn1c(CN2CCN(C(=O)c3ccco3)CC2)nc2c1c(=O)n(C)c(=O)n2C
    11, -6
26. C(=N\Nc1nc(N2CCCC2)nc(N2CCCC2)n1)/c1cccnc1
    18, -12
27. CC1=Nc2ccc(C)c3nc(C)cc(c23)N1c1ccc(C)cc1
    32, -17
28. Cc1cc(C)n2nc(SCC(=O)N/N=C/c3ccccn3)nc2n1
    14, -4
29. COc1ccc(C2CC(c3cccs3)=NN2C(=O)COC(=O)c2cc3ccccc3cc2O)cc1OC (centres undefined)
    -2, -21
30. O=C(c1cccc(Oc2ccc([N+](=O)[O-])cc2Cl)c1)N1CCCCC1
    8, -26

In another format: five of the compounds above
cpd	Molecule	OX1R antag-1	OX1R antag-2
15	Cc1ccc(C(=O)O/N=C/c2c(Cl)n(C)c3ccccc23)cc1	20	-12
16	C=C(C)COc1ccc(-c2nc(N)ncc2Oc2ccc(OC)cc2)c(O)c1	23	-14
17	c1ccc(Cc2nn3c(Cn4nnc5ccccc54)nnc3s2)cc1	10	-3
18	CCOC(=O)c1c(C)[nH]c(C(=O)N(C)CC(=O)Nc2ccc(OC)cc2)c1C	2	-22
19	CN(C)S(=O)(=O)c1ccc(Cl)c(NC(=O)CSc2nc3c(cc2C#N)C(=O)CCC3)c1	24	-52

Carrying on.
Every second line gives: OX1R antag-1, OX1R antag-2
31. Cc1ccc(N(C(=O)CNC(=O)c2ccco2)C(C(=O)NC2CCCC2)c2ccncc2)cc1 (centres undefined)
    21, -16
32. CCCCOc1ccccc1C(=O)NNC(=S)NC(=O)c1ccccc1[N+](=O)[O-]
    14, -1
33. CCc1cccc(NC(=O)c2ccc3c(=O)n4c(nc3c2)CCCCC4)c1
    14, -24
34. C=CCNC(=O)c1cccc2c1C(=O)c1ccc(N3CCCC3)cc1S2(=O)=O
    44, -4
35. COCCn1c(C)cc(C(=O)CSc2nc3ccccc3o2)c1C
    22, -10
36. Cc1cc(NC(=O)C2CC(=O)N(c3ccc(F)cc3)C2)no1 (centres undefined)
    16, -7
37. O=C(NCCCSc1ccccc1)c1cnc(Cl)c(Cl)c1
    45, -38
38. Cc1ccc(OCCn2c(CCCO)nc3ccccc32)cc1
    13, -21
39. COc1ccc(OC)c(CCNC(=O)CS(=O)(=O)Cc2nc(-c3ccccc3Cl)oc2C)c1
    16, -18
40. C#CCOCCOCCOCCNc1nc(N2CCN(C(=O)CCCCCCCCCCNC(=O)Cn3cc(C[C@@H](C)O)nn3)CC2)nc(N2CCN(C(=O)CCCCCCCCCCNC(=O)Cn3cc(C[C@@H](C)O)nn3)CC2)n1
    -9, -22
41. Cc1ccc(-c2nsc(SCC(=O)NCc3ccc4c(c3)OCO4)n2)cc1
    24, -19
42. CC(=O)c1sc(NC(=O)C2CC(=O)N(Cc3ccco3)C2)nc1-c1ccccc1 (centres undefined)
    11, -42
43. CSc1ccccc1NC(=O)COC(=O)c1ccccc1O
    35, -17
44. Cc1cccc(NC(=S)NC2CC3C=CC2C3)c1 (centres undefined)
    12, 5
45. CC1C(c2ccccc2)N(C)CCC12NC(=O)NC2=O (centres undefined)
    6, 6
46. COc1ccc2nc(-c3ccccc3)nc(SCC(=O)NCC3CCCO3)c2c1 (centres undefined)
    15, -27
47. O=C(Nc1cccc(-n2cccn2)c1)C1CCCN(Cc2cccc(F)c2F)C1 (centres undefined)
    21, -25
48. CS(=O)(=O)N1CCN(c2ccc(NC(=O)CSc3ccc(Cl)cc3)cc2)CC1
    12, -4
49. COc1cccc(C(C(=O)NCC2CCCO2)N(CC2CCCO2)C(=O)CN2C(=O)c3ccccc3S2(=O)=O)c1 (centres undefined)
    6, -43
50. COc1ccccc1C(=O)C1Nc2ccccc2-c2nnc(SC)nc2O1 (centres undefined)
    50*, -16
51. Nc1nc(SCc2ccc(Cl)c(Cl)c2)n[nH]1
    7, -10
52. Cc1cc(C)c(NC(=O)c2ccc(CN3CCc4ccccc4C3)cc2)c(C)c1
    11, -35
53. O=C(NNC(=O)c1ccccc1F)c1cccc(-n2cccc2)c1
    19, -9
54. Cc1cccc(OCc2nnc(SCc3cc(=O)[nH]c4ccccc34)n2-c2ccccc2)c1
    6, -42
55. Cc1noc(C)c1CSCC(=O)Nc1cc(S(C)(=O)=O)ccc1Cl
    12, -15
56. Cc1cccc(CS(=O)(=O)Cc2ccc(C(=O)NC3CCCCC3)o2)c1
    4, -1
57. CC(C)c1ccc(C(C)NCCS(=O)(=O)c2ccc(Br)cc2)cc1 (centres undefined)
    2, -26
58. COc1ccc(C(=O)NCc2cccnc2)cc1
    12, -11
59. CC(C)(C)n1nnnc1C(c1ccccn1)N1CCN(C(c2ccccc2)c2ccccc2)CC1 (centres undefined)
    18, -32
60. CCc1nc2oc3cc(OC)ccc3c(=O)c2c(=O)n1Cc1ccco1
    13, -16

Record cards (already shown):
`CC(C)c1ccc(C(C)NCCS(=O)(=O)c2ccc(Br)cc2)cc1` (centres undefined) in the list: OX1R antag-1 = 2; OX1R antag-2 = -26
`Cc1cc(NC(=O)C2CC(=O)N(c3ccc(F)cc3)C2)no1` (centres undefined) in the list: OX1R antag-1 = 16; OX1R antag-2 = -7

Following part.
Every second line gives: OX1R antag-1, OX1R antag-2
61. COc1ccc(-c2noc(-c3cccc(OC)c3OC)n2)cc1OC
    46*, -25
62. O=C(Nc1ccccc1C(=O)Nc1nnc(C(F)(F)F)s1)c1ccccc1Cl
    80*, 37*
63. Cc1ccc(Oc2ccc(C=O)cn2)cc1
    21, -3
64. O=C1C2=C(NC(=S)NC2c2ccc(Cl)cc2)NC(c2ccc(Cl)cc2)N1c1ccc(Cl)cc1 (centres undefined)
    1, -23
65. CC(=O)c1ccc(S(=O)(=O)N(CCCO)Cc2cc3cc4c(cc3[nH]c2=O)OCCO4)cc1
    26, -15
66. CCc1ccc(NC(=O)CCS(=O)(=O)c2ccc3c(c2)CCN3C(C)=O)cc1
    8, -34
67. CC1=Nn2c(nnc2-c2cc(C)[nH]n2)SC1
    14, -5
68. O=C(CSCc1cccc(Cl)c1)NCc1ccc2c(c1)OCO2
    9, -11
69. Nc1cc(=O)[nH]c(=O)n1Cc1ccccc1
    23, 1
70. COCCN1C(=O)c2oc3ccccc3c(=O)c2C1c1ccc(O)c(OC)c1 (centres undefined)
    20, -39
71. CC1CCN(C(=O)CSc2nc3ncccc3[nH]2)CC1
    14, -24
72. Cn1c(=O)c([N+](=O)[O-])c(-n2cnc3ccccc32)c2ccccc21
    8, -13
73. C(=N\n1cnnc1)/C1CCCCC1
    2, -2
74. CCOc1ccc(Nc2nc(N3CCOCC3)nc(N3CCOCC3)n2)cc1
    2, -22
75. Cn1cc(S(=O)(=O)N2CCN(Cc3ccccc3)CC2)c(=O)n(C)c1=O
    4, -8
76. CCOC(=O)c1sc(NC(=O)CNCc2cccnc2)c(C(=O)OCC)c1C
    12, -33
77. CN(C)c1ccc(C(=O)NCC2CCCO2)cc1 (centres undefined)
    0, -12
78. CCC(C)(C)n1nnnc1C(c1cc2cccc(C)c2[nH]c1=O)N1CCN(C(=O)c2ccco2)CC1 (centres undefined)
    11, -29
79. COc1ccc(CCNC(=O)Cc2ccc(OCc3ccccc3)c(OC)c2[N+](=O)[O-])cc1OCc1ccccc1
    25, 35
80. C=CCNC(=O)CN1C2CCCC1CC(NC(=O)c1ccccc1C)C2 (centres undefined)
    22, -26
81. CN(CC(=O)Nc1ccccc1C(F)(F)F)C(=O)COc1cccnc1[N+](=O)[O-]
    25, -12
82. Nc1ncnc2c1ncn2[C@@H]1O[C@H](CNS(=O)(=O)c2ccc(-c3ccno3)s2)[C@@H](O)[C@H]1O
    6, -9
83. COC(=O)CCN1CCN(S(=O)(=O)c2cccc(Br)c2)CC1
    15, -24
84. COc1ccc(-n2c(SCC(=O)Nc3cc(C(=O)O)ccc3C)nc3ccccc3c2=O)cc1Cl
    10, -12
85. CC(C)C(NC(=O)CN(c1ccc2c(c1)OCCO2)S(=O)(=O)c1ccccc1)C(C)C
    13, -51
86. O=C(CCc1nc2ccccc2s1)OCC(=O)c1ccccc1
    19, -23
87. Cn1cc(Cl)c(C(=O)Nc2nccs2)n1
    17, -4
88. COc1cc(CCC(=O)Nc2sccc2C#N)cc(OC)c1OC
    37, -18
89. CS(=O)(=O)c1ccc2nc(NC(=O)CN3C(=O)C4CC=CCC4C3=O)sc2c1 (centres undefined)
    3, -19
90. COCCNC(=O)c1cc(-c2ccc3c(c2)OCO3)on1
    4, 6
91. COc1ccc(C2NC(=O)c3ccccc3N2)cc1 (centres undefined)
    4, -11
92. CC1(C)Cc2c(sc3nnn(Cc4ccccc4)c(=O)c23)CO1
    28, -33
93. CSc1ccccc1NC(=O)CN(C)C(=O)c1ccc(NC(=O)c2cccs2)cc1
    1, -11
94. CC(=O)c1ccc(NC(=O)c2ccc(CSc3ccccc3)o2)cc1
    42, -16
95. CCNC(=S)N/N=C/c1sccc1C
    8, -9
96. Cc1cc(C(C)(C)C)cc(C)c1COC(=O)c1cccnc1
    23, -11
97. COc1ccc2c(CCNC(=O)/C=C/c3ccc(OC)c(OC)c3)c[nH]c2c1
    7, -18
98. Cc1cc(N2CCN(c3ccccc3)CC2)n2cc(-c3ccccc3)nc2n1
    -7, -33
99. O=C(Cc1ccc(-c2ccccc2)cc1)Nc1ccccn1
    18, -19
100. CCOC(=O)C1(Cc2cccc(OC)c2)CCN(Cc2ccon2)CC1
    21, -20
101. CC(C)Cn1c(-c2ccc(F)cc2)n[nH]c1=S
    16, -13
102. Cc1cccc2cc(CN(CCCN3CCOCC3)Cc3nnnn3C(C)(C)C)c(=O)[nH]c12
    18, -3
103. CC(=O)/C=C/c1ccc(C)o1
    14, 12
104. COC(=O)CN1C(=O)C(O)(CC(=O)c2ccc(C)cc2)c2ccccc21 (centres undefined)
    8, 6
105. NC(=O)Cn1nc(C(F)(F)F)c2c1CCCC2
    13, -16
106. Cc1cccc(Cn2nnc3c2C(=O)c2ccccc2C3=O)c1
    21, -21
107. Clc1ccc(Cc2noc(-c3cccs3)n2)cc1
    8, 2
108. Cc1ccc(C2(O)CN(c3ccccc3C)C3=[N+]2CCS3)cc1 (centres undefined)
    20, 0
109. Cc1cc(O)c(Sc2ncn[nH]2)cc1NS(=O)(=O)c1ccc(Cl)cc1
    10, -10
110. CC(C)(C)c1ccc(-c2cc(-c3ccccc3O)[nH]n2)cc1
    17, -19
111. COc1ccc(CN2CCn3ncc(C(=O)Nc4cccc(C)c4)c3C2=O)cc1
    -6, -13
112. O=c1[nH]cnc2nn(-c3ccccc3)nc12
    20, -25
113. N#Cc1c(NC(=O)CN2C(=O)c3ccccc3C2=O)oc(-c2ccccc2)c1-c1ccccc1
    12, -3
114. CCOc1cc(/C=N\Nc2nc(-c3ccc(C)cc3)c(NC(C)=O)s2)ccc1O
    8, -20
115. CCNC(=S)N1CCNC(=O)C1CC(=O)OC (centres undefined)
    11, -12
116. O=C(CC1C(=O)N(c2ccccc2)C(=O)N1C1CCCCC1)Nc1ccccc1 (centres undefined)
    4, -32
117. Cc1ccc(N(CCC#N)C(=O)COC(=O)C2=COCCO2)cc1
    14, 2
118. CC(=O)Nc1nc(-c2ccccc2)cc(-c2ccco2)c1C#N
    12, -5
119. O=C(NCc1ccc(F)cc1)C(c1ccccc1)N(CC1CCCO1)C(=O)Cn1nnc2ccccc21 (centres undefined)
    13, -27
